# Screens as filed in PubChem BioAssay.
# Tb PGK inh: T. brucei PGK inhibition; P07378; PGK/GAPDH coupled, Kinase-Glo luminescence, 60 min; Potency, µM (titrated, usually from 57.5 µM), inactives show top-dose activity change, negative = inhibition, hits mostly inhibitors; 0.043% of 380,000 active; AID 602233; further: potency means the concentration at half of the fitted maximal effect; on the % scale 0 is the no-effect control and ±100 the full control effect; nearly all actives have a fitted effect of over 60% in size
#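 Luminescent ATP detection (Kinase-Glo Plus) follows a 60-minute room-temperature incubation, with wells lacking PGK as controls. Buffer: 100 mM TEA (pH 7.6), 5 mM MgCl2, 0.01% Tween-20. Coupling enzyme GAPDH (100 nM final) supplies unstable 1,3-BPG in-well.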
# TrxR1 substrate: rat thioredoxin reductase 1 substrate activity; O89049; purified TrxR1 substrate turnover, NADPH consumption readout; Potency, µM (highest dose often 114 µM), without a hit: top-dose activity change, negative = substrate turnover; 0.01% of 390,000 active; further: potency means the concentration at half of the fitted maximal effect; on the % scale 0 is the no-effect control and ±100 the full control effect; nearly all actives have a fitted effect of over 50% in size
#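 Rat TrxR1, dispensed at 90 nM, was prereduced with 400 uM NADPH (final) for 5 min at ~22 deg C, then incubated with compound 15 min before 400 uM selenite. A first-read NADPH fluorescence drop versus no-compound background flagged substrates.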
# IDH1 R132H inh: blocks human mutant IDH1 R132H enzyme | O75874 | IDH1-R132H enzyme, NADPH consumption, diaphorase/resazurin fluorescence | Potency, µM (titrated, usually from 76.6 µM), for the others: top-dose activity change, negative = inhibition, usual class: inhibitors | 0.093% of 390,000 active | AID 602179; further: potency means the concentration at half of the fitted maximal effect; on the % scale 0 is the no-effect control and ±100 the full control effect; nearly all actives have a fitted effect of over 65% in size
#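 IDH1-R132H (0.5 ug/mL) preincubated 30 min with compound, then NADPH (0.016 mM) and alpha-KG (2 mM) added; 80 min at RT, pH 7.5. Remaining NADPH coupled via diaphorase/resazurin to fluorescence (540/590 nm); concentration-response curves normalized to no-enzyme control.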
# rTrxR1 inhibitor: rat TrxR1 inhibition; O89049; recombinant rTrxR1, NADPH fluorescence consumption, selenite substrate; Potency, µM (doses to about 114 µM), for the others: top-dose activity change, negative = inhibition, most hits filed as inhibitors; 1% of 390,000 active; further: potency means the concentration at half of the fitted maximal effect; on the % scale 0 is the no-effect control and ±100 the full control effect; nearly all actives have a fitted effect of over 65% in size
#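 Rat TrxR1 (90 nM in the dispensed reagent) was pre-reduced with 400 uM NADPH for 5 min at room temperature, then incubated with compound for 15 min. After 400 uM selenite was added, NADPH fluorescence (Ex 340/Em 450 nm) was followed for 8 min.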
# HP1b binding inh: HP1-beta chromodomain-methylated histone interaction inhibition; P83916; AlphaScreen HP1-beta / biotin-H3K9me3 peptide binding; Potency, µM (titrated, usually from 114 µM), without a hit: top-dose activity change, negative = inhibition, most hits filed as inhibitors; 0.56% of 390,000 active; further: potency means the concentration at half of the fitted maximal effect; nearly all actives have a fitted effect of over 70% in size; inactives centre near 23
#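 Compound inhibition of the preformed complex between 50 nM HP1-beta and 50 nM biotinylated H3K9me3 peptide was read by AlphaScreen. Buffer was PBS pH 7.4 with 0.01% Tween-20. Incubations ran 30 min at room temperature, with 10 ug/mL donor/acceptor beads.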
# GLS inh: blocks human kidney-isoform glutaminase activity | GLS enzymatic activity, qHTS titration | Potency, µM (doses to about 45.5 µM), without a hit: at the top dose activity change, negative = inhibition, actives largely listed as inhibitors | 0.21% of 410,000 active | AID 624170; further: potency means the concentration at half of the fitted maximal effect; on the % scale 0 is the no-effect control and ±100 the full control effect
# Target sequence (O94925 whole entry, looked up, canonical isoform): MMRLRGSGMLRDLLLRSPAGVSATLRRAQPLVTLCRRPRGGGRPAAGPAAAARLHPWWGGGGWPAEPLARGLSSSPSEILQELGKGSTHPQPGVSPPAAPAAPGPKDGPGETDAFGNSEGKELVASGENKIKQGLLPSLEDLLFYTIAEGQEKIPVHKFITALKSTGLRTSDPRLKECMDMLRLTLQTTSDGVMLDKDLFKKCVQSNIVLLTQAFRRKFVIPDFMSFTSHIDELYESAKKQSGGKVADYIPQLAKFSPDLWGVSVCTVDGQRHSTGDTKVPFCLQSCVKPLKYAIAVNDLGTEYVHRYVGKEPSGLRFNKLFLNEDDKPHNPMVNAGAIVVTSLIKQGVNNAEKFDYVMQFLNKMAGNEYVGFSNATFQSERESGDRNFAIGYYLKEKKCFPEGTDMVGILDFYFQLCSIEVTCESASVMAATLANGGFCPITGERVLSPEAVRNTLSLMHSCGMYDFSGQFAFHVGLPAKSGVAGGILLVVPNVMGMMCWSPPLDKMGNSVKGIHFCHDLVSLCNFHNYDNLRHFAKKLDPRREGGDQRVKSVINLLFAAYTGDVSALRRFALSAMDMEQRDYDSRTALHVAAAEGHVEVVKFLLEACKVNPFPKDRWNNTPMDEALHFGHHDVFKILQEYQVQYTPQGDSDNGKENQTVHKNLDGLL
#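 Compounds were pin-transferred onto hKGA, after which L-glutamine (1 mM solution) and a detection mix of glutamate oxidase, HRP and Amplex Red were added. Initial and 30 min RT fluorescence reads were collected.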
# USP1-UAF1 inh: USP1/UAF1 (human) deubiquitinase inhibition | O94782 | recombinant USP1/UAF1, Ub-Rhodamine cleavage fluorescence | Potency, µM (highest dose often 57.1 µM), without a hit: at the highest dose activity change, negative = inhibition, most hits filed as inhibitors | 0.23% of 390,000 active | AID 743255; further: potency means the concentration at half of the fitted maximal effect; on the % scale 0 is the no-effect control and ±100 the full control effect; nearly all actives have a fitted effect of over 60% in size; inactives centre near -12
#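 1 nM enzyme complex + cpd, 15 min RT; start with Ub-Rho 150nM final; kinetic fluorescence ex 480/em 540, 6 reads q60 s. Buffer 50mM HEPES pH 7.8, 0.5mM EDTA, 0.1 mg/ml BSA, 1mM TCEP, 0.01% Tween-20.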
# PI4K2A block: inhibitors of human PI4K2A; Q9BTU6; activity change, negative = inhibition, % at 76.9 µM; 0.13% of 420,000 active; purified PI4K2A, ADP-Glo luminescence, 1 h; stronger effect = lower value; in the data active means activity change below about -50%; inconclusive means mostly about -30% to -49%;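 further: -100% = wells without enzyme as full effect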
# Target sequence (Q9BTU6 whole entry, looked up): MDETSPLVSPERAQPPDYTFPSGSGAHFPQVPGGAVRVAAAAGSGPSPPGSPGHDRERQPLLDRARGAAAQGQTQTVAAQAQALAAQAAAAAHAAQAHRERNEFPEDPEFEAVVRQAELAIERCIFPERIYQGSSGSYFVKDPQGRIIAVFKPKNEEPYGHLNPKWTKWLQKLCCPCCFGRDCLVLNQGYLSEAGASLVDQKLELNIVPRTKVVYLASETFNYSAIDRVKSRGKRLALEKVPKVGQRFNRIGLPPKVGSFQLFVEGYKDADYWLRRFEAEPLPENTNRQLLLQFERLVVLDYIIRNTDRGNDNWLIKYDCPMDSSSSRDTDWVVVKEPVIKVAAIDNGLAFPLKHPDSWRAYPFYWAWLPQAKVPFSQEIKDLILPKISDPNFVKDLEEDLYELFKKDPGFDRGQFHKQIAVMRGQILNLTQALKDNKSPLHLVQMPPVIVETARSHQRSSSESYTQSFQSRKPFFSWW
#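 ADP-Glo luminescence measured ADP generated by PI4K2A enzyme (4 ug/mL before mixing) with 1.2 mM PI substrate (pre-mix) and 300 microM ATP (pre-mix). Tris pH7.5 buffer with MgCl2, Triton X-100; 1 h reaction at ambient temperature.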
# Pin1 inh: human Pin1 inhibition | Pin1 FP peptide displacement, HiFluor488, 10 min | Potency, µM (series often up to 115 µM), inactives show top-dose activity, negative = inhibition, hits mostly inhibitors | 0.009% of 390,000 active; active means well fitted inhibition curve with a large enough effect in the polarisation, with a control signal flat, not every such curve was filed as active; inconclusive means small, poorly fitted or top-dose-only effect, or effect the other way, or a change in a side signal; inactive means no such curve, though single readings can be large or run the other way; the % refers to the polarisation; further: potency means the concentration at half of the fitted maximal effect; on the % scale 0 is the no-effect control and ±100 the full control effect
# * hit, by the source's call; i = inactive; ? = inconclusive; · = no result given; [ ] = dose if it differs, or a comment. Unless noted, the call rests on the fitted dose curve; in most records, active means well fitted curve in the direction sought with a large enough effect; inconclusive means small, poorly fitted or top-dose-only effect, or another doubt; inactive means no such curve, though single readings can be large; an effect the other way counts as inactive or inconclusive. This is a subset; count on the stated rates, not on these rows.
SMILES,Tb PGK inh,TrxR1 substrate,IDH1 R132H inh,rTrxR1 inhibitor,HP1b binding inh,GLS inh,USP1-UAF1 inh,PI4K2A block,Pin1 inh
Cc1ccc2c(Cl)cc(Cl)c(OCC(=O)N(C(C)C)C(C)C)c2n1,i,1.6%[57.1 µM],3.5%,20.5%[57.1 µM],34.8%,-16.5%,-21.0%,-0.1,6.5%
Cc1c(NC(=O)C(C)OC(=O)COc2ccccc2)c(=O)n(-c2ccccc2)n1C (centres undefined),-3.6%,2.2%[57.1 µM],0.8%,24.2%[57.1 µM],23.8%,-1.9%,-17.3%,-6.8,-4.0%
O=C1c2ccccc2C(=O)N1n1c(=O)[nH]c2ccccc2c1=O,-1.1%,3.8%,8.6%,12.9%,29.6%,4.0%,-11.7%,-1.2,-4.7%
O=C(C1CC2C=CC1C2)N1CCN(c2ccccc2)CC1 (centres undefined),-4.1%,-0.7%[57.1 µM],13.6%,3.9%[57.1 µM],33.8%,5.2%,-16.8%,7.0,4.0%
C=CCNC(=S)NNC(=O)CC12CC3CC(CC(C3)C1)C2,i,9.2%,0.9%,16.7%[57.1 µM],30.1%,0.0%,-15.4%,-0.3,-3.4%
O=C1CNC(=O)/C(=C/c2ccco2)N1,-13.5%,5.7%[57.1 µM],8.7%,11.6%[57.1 µM],0.5%,2.4%,-14.9%,-7.8,-16.1%
COc1ccc(F)cc1C(=O)C1CCCN(C(=O)c2ccc(C(C)=O)s2)C1 (centres undefined),3.4%,0.1%,-11.2%,2.7%,33.3%,2.6%,-6.1%,1.7,1.7%
CCCCC1S/C(=N/N=C/c2ccc(OC)cc2)N(Cc2ccc(OC)cc2)C1=O (centres undefined),-6.1%,-0.9%,0.0%,22.1%,20.1%,12.7%,-4.2%,-1.6,-7.9%
COc1ccc(Nc2nc(N)nc(CSC(=S)N3CCN(c4ccccc4)CC3)n2)cc1,0.6%,1.3%[57.1 µM],1.1%,17.5%[57.1 µM],-8.3%,-2.9%,-24.9%,0.3,?
CCCNC(=O)c1nc2ncc(Br)cn2n1,i,0.0%,0.0%,12.9%,-11.4%,-5.0%,-11.7%,-3.8,0.7%
CCOC(=O)c1cccc(NC(=O)Cn2nc(C)n3cccc3c2=O)c1,-4.2%,-3.2%,-3.7%,-4.0%,17.2%[57 µM],6.3%,-23.3%,3.6,9.3%
Fc1cccc(CN2CCSCC2)c1,2.5%,-3.7%,-14.1%,4.8%,?,5.9%,-9.7%,2.8,-12.9%
COC(=O)C1C(c2ccccc2)C(C(=O)N2CCN(C)CC2)C1c1ccccc1 (centres undefined),-7.5%,-11.7%,2.2%,9.0%,27.2%,-1.0%,2.3%,-2.9,-2.0%
COc1ccccc1-c1cccc([C@@H]2C[C@H]3[C@H](CON3C)CN2C)c1,1.9%,2.8%,3.7%[38.3 µM],30.1%,18.6%,15.3%,-7.2%,-0.8,-9.2%
O=C(O)c1cccc(C(=O)Nc2cccc(NC(=O)C3CCCO3)c2)c1 (centres undefined),-3.9%,-9.5%[11.4 µM],2.6%,13.2%[11.4 µM],25.1%,-2.2%,-19.4%,5.8,-4.9%
C=CCn1c(SCC(=O)NCc2ccco2)nc2ccccc2c1=O,3.7%,-0.5%[57.1 µM],-6.3%,-1.5%[57.1 µM],1.6%,2.3%,-7.4%,2.5,-6.8%
CC(=O)Nc1nc(-c2ccc3c(c2)CCN3C(=O)C2CC2)c(C)s1,6.1%,-7.2%,-7.5%,-11.2%,1.1%,3.3%,-14.0%,0.5,10.4%
O=C(c1ccccc1)n1nc(-c2ccc(Cl)cc2)nc1NCc1ccco1,-3.9%,3.2%,6.7%,30.5%,57.6%[activator],4.6%,-28.0%,3.0,16.7%
COc1ccc(NS(=O)(=O)c2cc(N=Nc3c(O)[nH]c(=O)[nH]c3=O)ccc2Cl)cc1,-0.2%,3.8%[57.1 µM],2.4%,-14.0%,3.3%,-3.2%,-7.5%,1.8,0.7%
CC(CN1CCOCC1)OC(=O)c1ccc(Cl)cc1Cl (centres undefined),i,6.8%,3.7%,39.2%[activator],36.3%,1.8%,-16.7%,0.4,-6.0%
CCOC(=O)COc1ccc(CC)cc1C(=O)c1ccn2nc(-c3ccc(C)cc3)cc2n1,-9.3%,-2.4%,0.0%,-10.3%,58.1%[activator],-13.0%,-26.3%,1.5,17.0%
CCC(COC(=O)c1ccccc1)Oc1cc(NCc2ccccc2)c2ncn(C(C)C)c2c1 (centres undefined),4.8%,-11.8%,-9.6%,-2.7%,-20.9%,11.5%,?,-30.0,3.6%
Cn1ccc(=Nc2ccc(NC(=O)c3ccc(N=c4ccn(C)c5ccc([N+](=O)[O-])cc45)cc3)cc2)cc1,·,-5.0%,-4.7%,-3.4%,-19.9%,-4.1%,?,-1.2,8.8%
CCc1ccc(/C=C2\Oc3ccc(C(=O)OC)cc3C2=O)cc1,i,4.3%[57.1 µM],13.2%,16.4%[57.1 µM],3.0%,-0.8%,-4.8%,1.1,-2.0%
CCCCOCCCNS(=O)(=O)c1ccccc1,·,5.3%,8.8%,10.2%,18.8%,9.9%,-3.5%,2.7,-0.5%

# Next structures:
SMILES,Tb PGK inh,TrxR1 substrate,IDH1 R132H inh,rTrxR1 inhibitor,HP1b binding inh,GLS inh,USP1-UAF1 inh,PI4K2A block,Pin1 inh
CCOc1ccc(NC(=O)CN(C)S(=O)(=O)c2ccc(-c3ccc(=O)[nH]n3)s2)cc1,?,2.8%,-10.0%,8.4%,-7.4%,-7.0%,-9.5%,3.7,19.7%
O=C(CCNC(=O)c1ccccc1)Nc1nc2ccccc2s1,-8.4%,-1.3%,-1.9%,21.6%,42.5%[activator],-1.4%,-13.3%,0.1,2.2%
O=C(OCC(=O)N1CCN(C(=O)c2ccco2)CC1)c1ccccc1OCc1ccccc1,i,-7.6%[11.4 µM],7.3%,17.2%[11.4 µM],32.5%,-0.2%,-19.3%,-15.8,-4.4%
Cc1ccc(S(=O)(=O)N(C)c2ccc(OCc3cccc(C)c3)cc2)cc1,-1.4%,-4.1%,6.3%,12.0%,99.8%[activator],-6.7%,-10.0%,2.8,4.7%
CCOC(=O)N1CCN(C(=O)c2ccc(OCC)cc2)CC1,0.6%,9.4%[57.1 µM],16.1%,25.7%[57.1 µM],27.7%,-0.8%,-7.8%,-5.2,-1.4%
Cc1[nH]c2ccccc2c1/C=N/NC(=O)c1ccc(N)cc1,2.5%,-22.1%,-3.3%,?,14.6%,1.7%,-16.4%,2.2,11.7%
CN(C)S(=O)(=O)c1ccc(C(=O)Nc2ccc(CCC(=O)N3CCCC3)cc2)cc1,i,-6.2%,4.0%,-1.8%,24.8%,1.9%,-11.3%,-5.6,0.3%
Cc1ccccc1C(=O)N1CCC(C(=O)NN2C(=O)NC3(CCC(C)CC3)C2=O)CC1 (centres undefined),-2.8%,-0.2%,0.2%,2.3%,24.8%,0.1%,-7.0%,0.6,-3.2%
COc1cccc(C2=NN(C(=O)C3CC3)C(O)(C(F)(F)F)C2)c1 (centres undefined),-1.1%,·,1.7%,·,·,-0.6%,-19.6%,5.0,·
CCOc1ccccc1NC(=S)NCCc1ccccc1,-8.9%,-0.7%,8.7%,-11.5%,36.6%,9.9%,-22.5%,-0.4,-3.1%
Cc1ccc(CN2C(=O)c3ccccc3Sc3ccc(C(=O)OCc4ccco4)cc32)cc1,-10.1%,-0.6%[57.1 µM],-4.2%,16.0%[57.1 µM],20.8%[57 µM],1.8%,?,-0.8,3.0%
CCOC(=O)Nc1sc2c(c1C#N)CCCC2,-7.0%,-3.4%,9.7%,-5.5%,29.3%,-3.0%,-17.1%,1.4,-7.5%
Cc1c(C)c2c(OCC(=O)NCc3cccnc3)cc3c(c2oc1=O)CCC(C)(C)O3,i,87.5%[activator],-3.2%,65.6%[activator],35.6%,-2.4%,-22.0%,1.5,0.9%
COC(=O)Cn1c2[n+](c3ccccc31)CC(O)CS2 (centres undefined),2.0%,8.7%,2.8%,16.4%[57.1 µM],41.8%,-12.5%,-22.4%,7.6,-5.7%
Cc1cccc(C(=O)Nc2ccc3c(c2)C(=O)NC3=O)c1,-2.5%,27.9%,14.7%,13.1%,-0.8%,-2.4%,-27.8%,-6.4,22.8%
CCOCCCNC(=O)c1cc(Nc2ccc(OC)cc2OC)nc2ccccc12,-3.0%,-3.2%,-2.7%,5.1%,16.3%,0.3%,-20.1%,3.1,6.0%
O=C(NCC1CCCCC1)c1cccc(S(=O)(=O)NCc2cccnc2)c1,i,-8.3%[57.1 µM],8.4%,-1.5%[57.1 µM],28.9%,-13.3%,-13.3%,0.5,2.2%
O=C(NCCc1ccccc1)c1ccc2c(c1)N(Cc1ccc(F)cc1)C(=O)c1ccccc1S2(=O)=O,·,6.2%,·,17.7%,39.0%[activator],6.9%,-4.5%,-6.5,5.0%
CCCCn1c(CCc2ccccc2)nc2cc3[nH]c(=O)c(C(C)C)nc3cc21,-5.2%,17.6%[57.1 µM],10.2%,19.9%[57.1 µM],49.0%[activator],-1.2%,2.2%,-1.0,?
COc1ccc(C(CNC(=O)Nc2cccc(C)c2)N2CCN(C)CC2)cc1 (centres undefined),2.5%,-3.8%,-2.8%,8.1%,29.4%,-2.9%,-22.1%,1.3,-5.2%
COc1cccc(-n2c(Cc3cc(=O)[nH]c(=O)[nH]3)nnc2SC(C)C)c1,i,4.5%,21.2%,29.9%,56.9%[activator],-8.9%,-23.0%,1.4,?
